# High-throughput results (PubChem BioAssay)
# CCHF vOTU inh: blocks the CCHF virus ovarian tumor domain protease | CCHFV vOTU protease, Pep-AMC fluorescence | inhibition, % at 11.5 µM | 0.55% of 370,000 active | AID 651958; in the data active = inhibition above about 30%; also: 0% = vehicle wells with enzyme and 100% = no enzyme wells
# VHR inh abs: inhibitors of human VHR1 phosphatase (DUSP3). recombinant VHR phosphatase, pNPP absorbance. inhibition, % at 13.3 µM. 0.52% of 290,000 active; in the data active = inhibition above about 50%; also: some compounds called inactive have numbers as strong as hits
# Target sequence (P51452 whole entry, looked up): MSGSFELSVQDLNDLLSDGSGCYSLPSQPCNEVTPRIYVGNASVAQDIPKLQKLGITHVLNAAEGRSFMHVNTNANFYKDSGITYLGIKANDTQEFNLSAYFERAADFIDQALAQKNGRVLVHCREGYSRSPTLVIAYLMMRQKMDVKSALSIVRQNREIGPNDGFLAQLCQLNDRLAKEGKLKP
# MazF activator: MazEF (E. coli) toxin RNase activation; P0AE70; FAM/BHQ RNA-DNA oligo cleavage fluorescence, 5 h; activation, % at 20 µM; 0.32% of 350,000 active; in the data active = activation above about 50%
# Target sequence (P0AE70 whole entry, looked up): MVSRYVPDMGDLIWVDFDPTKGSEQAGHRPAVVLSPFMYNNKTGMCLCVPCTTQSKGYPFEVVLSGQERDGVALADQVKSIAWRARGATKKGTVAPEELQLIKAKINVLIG
# TcdB GH inh: blocks C. difficile toxin B glycohydrolase activity; P18177; TcdB glycohydrolase enzymatic assay, plate reader; inhibition, % at 9.99 µM; 0.24% of 350,000 active; in the data active = inhibition above about 10%
# Rv3671c protease: inhibits the M. tuberculosis serine protease Rv3671c; P9WHR9; inhibition, % at 5.96 µM; 0.048% of 320,000 active; AID 2606; in the data active = inhibition above about 38%;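 also: extracellular domain of Rv3671c used as enzyme; 0% = enzyme with DMSO and 100% = no enzyme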
# Target sequence (P9WHR9 whole entry, looked up, the tested form may be a part): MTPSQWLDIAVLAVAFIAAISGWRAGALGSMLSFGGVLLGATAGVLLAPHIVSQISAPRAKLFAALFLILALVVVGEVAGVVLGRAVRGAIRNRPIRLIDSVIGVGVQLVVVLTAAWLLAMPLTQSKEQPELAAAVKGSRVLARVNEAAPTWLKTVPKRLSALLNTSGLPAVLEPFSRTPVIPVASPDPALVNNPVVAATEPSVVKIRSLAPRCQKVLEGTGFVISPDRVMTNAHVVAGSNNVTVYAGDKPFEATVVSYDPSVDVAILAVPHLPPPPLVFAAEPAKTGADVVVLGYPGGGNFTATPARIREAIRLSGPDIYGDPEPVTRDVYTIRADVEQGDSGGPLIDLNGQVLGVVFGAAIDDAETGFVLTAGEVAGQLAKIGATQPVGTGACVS
# Y pestis TopoI: Y. pestis Topo-I inhibition via cleavage products; Y. pestis Topo-I cleavage product accumulation, plate reader; activity, % at 10 µM; 0.064% of 360,000 active; AID 504884; in the data active = activity above about 50%, passing the limit was not always enough; also: inactives centre near 2
# PriA SSB inh: K. pneumoniae PriA-SSBct interaction inhibition. inhibition, % at 33 µM. AlphaScreen SSBct-PriA binding, biotinylated peptide. 0.6% of 430,000 active; in the data active = inhibition mostly above about 37%, no sharp cut-off; inactive = mostly below about 20%;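 also: plate controls were negative control peptide for no effect and reference peptide for full effect; strong numbers were not always called active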
# 3CLpro inhibitor: SARS-CoV 3CLpro protease inhibition. P0C6X7. recombinant SARS-CoV 3CLpro, quenched FRET peptide cleavage. inhibition, % at 6 µM. 0.14% of 290,000 active. AID 1706; in the data active = inhibition above about 12%
# PrPC surface inh: reduces human prion protein on the cell surface; 0.43% of 370,000 active; P04156; cell surface PrPC, TR-FRET read-out; inhibition, % at 13.8 µM; in the data active = inhibition above about 24%; also: 0% = median of the test wells and 100% = reference compound wells
# BH1578 lux ind: inducers of Vibrio cholerae quorum light production without autoinducers | AID 588436 | 0.16% of 350,000 active | V. cholerae BH1578 lux reporter, luminescence, 6 h | activation, % at 18.7 µM; in the data active = activation mostly above about 9.7%, no sharp cut-off; also: not every result past the cut was called active; inactives centre near 0; reference of the scale not given here
# * hit, by the source's call; i = inactive; · = not tested or not shown; & = joins results of further samples. A portion of the library; count on the stated rates, not on these rows.
mol	CCHF vOTU inh	VHR inh abs	MazF activator	TcdB GH inh	Rv3671c protease	Y pestis TopoI	PriA SSB inh	3CLpro inhibitor	PrPC surface inh	BH1578 lux ind
Cc1cc(NC(=O)CCCSc2nc(-c3ccco3)cc(C(F)(F)F)n2)no1	-1	14	-14	·	-1	7	2	2	0	-0.2
Cn1cccc1Cc1nnc(SCC(=O)Nc2ccc3c(c2)OCCO3)n1-c1ccc(F)cc1	-2	43	4	0.5	-4	15	12	0	-1	-0.2
COc1cc(OC)cc(-c2c(-c3cccs3)c3cc(-c4ccc(OCc5ccccc5)cc4)ccc3n2C)c1	-5	·	-10	0.8	-4	8	-9	·	-2	-0.4
OCCN(CCO)c1cc2c3ccccc3ccc2c2ccccc12	-37	·	19	0.3	·	-31	-8	·	0	i
COc1ccc(NC(=O)c2cc(=O)[nH]c(=O)[nH]2)cc1S(=O)(=O)Nc1ccccc1Cl	11	16	1	2.3	-7	12	-7	0	-6	-0.5
O=C(CN1C(=O)CSc2ccccc21)N1CCc2ccccc21	-8	8	11	1.2	2	-2	-6	0	-2	-0.4
O=C(N/N=C/c1ccccc1[N+](=O)[O-])c1ccc2nc[nH]c2c1	1	20	10	0.9	8	-7	i	2	-32	-0.2
CN(CC(=O)NNC(=O)CNC(=O)c1ccccc1F)S(=O)(=O)c1ccc(Cl)cc1	-7	·	2	1.8	9	-2	0	·	-2	i
CCOc1ccc(OCCC(=O)OCC(=O)NC(C)c2ccccc2)cc1 (stereo not given)	12	·	4	-0.2	-5	13	2	·	5	5.3
CC1(CCC(=O)N2CCCC(N3CCN(c4cccc(C(F)(F)F)c4)CC3)C2)CC1 (stereo not given)	17	6	-6	2.9	-7	26	-2	-2	4	i
O=C(CSc1nnnn1-c1ccccc1)NC(=O)Cc1ccccc1	11	·	-4	-0.3	-8	10	-9	·	3	i
CCOC(=O)C(CC)Sc1nnc2c3cc(C)ccc3n(C)c2n1 (stereo not given)	2	15	5	·	-14	27	-28	4	30*	-0.2
COc1ccc(N2CN=C3SCC(=O)N3C2)cc1	28	9	-4	·	-3	2	7	-2	5	i
CCO[C@@H]1OC(C(=O)NC2CC2)=C[C@H](c2csc3ccccc23)[C@H]1CCCO	-9	25	-4	0.3	-3	15	5	2	-6	-0.5
CC1(C)Cc2ccccc2-c2nnc(-c3ccco3)n21	-12	-19	2	·	9	-9	2	0	-5	-0.1

# Ordered by SMILES length (ascending): some entries from above.
mol	CCHF vOTU inh	VHR inh abs	MazF activator	TcdB GH inh	Rv3671c protease	Y pestis TopoI	PriA SSB inh	3CLpro inhibitor	PrPC surface inh	BH1578 lux ind
CCOc1ccc(OCCC(=O)OCC(=O)NC(C)c2ccccc2)cc1 (stereo not given)	12	·	4	-0.2	-5	13	2	·	5	5.3
O=C(N/N=C/c1ccccc1[N+](=O)[O-])c1ccc2nc[nH]c2c1	1	20	10	0.9	8	-7	i	2	-32	-0.2
Cc1cc(NC(=O)CCCSc2nc(-c3ccco3)cc(C(F)(F)F)n2)no1	-1	14	-14	·	-1	7	2	2	0	-0.2

# Next section:
mol	CCHF vOTU inh	VHR inh abs	MazF activator	TcdB GH inh	Rv3671c protease	Y pestis TopoI	PriA SSB inh	3CLpro inhibitor	PrPC surface inh	BH1578 lux ind
CC(=O)N(OCc1ccc(OC(C)C)c(Cl)c1)C(C)=O	0	17	2	0.6	2	2	-1	1	6	0.7
CC1CCN(C(=O)CCCl)c2ccccc21 (stereo not given)	-8	·	-4	0.8	·	4	6	·	8	i
COc1ccccc1C(C)NC(=O)CN(C)CC(=O)Nc1c(C)cccc1C (stereo not given)	2	·	-6	0.4	-7	-4	-20	·	5	i
N=C1/C(=C/c2cccn2-c2ccc([N+](=O)[O-])cc2)C(=O)N=C2SC=CN12	5	0	-6	0.3	3	-2	-2	2	-7	-0.2
COc1ccc(-c2noc(CCCC(=O)O)n2)cc1	-10	24	-3	·	4	6	-13	-2	-6	-1.2
COc1ccc(NC(=O)C2CCCCN2CC(=O)OCc2ccccc2)cc1OC (stereo not given)	6	10	8	·	4	13	7	3	5	-1.0
CC(=O)Nc1sc2c(c1CN1CCN(C)CC1)CCCC2	-6	20	6	·	-2	3	-4	1	1	6.7
c1ccc2c(c1)CCc1ccccc1C2=C1CCNCC1	-5	·	15	1.9	9	-3	-3	·	1	-0.8
COc1ccc2c(CC(=O)NCC3CCC(C(=O)O)CC3)cc(=O)oc2c1 (stereo not given)	-40	12	2	·	0	11	-14	-3	-7	i
COC(=O)c1cc(Cl)c(NC(=O)/C=C/c2ccc(Cl)cc2)cc1OC	-9	10	-34	·	-7	10	-10	-3	-5	i
Cc1nc(-c2cccs2)sc1C(=O)NN	6	20	12	-2.8	-1	-7	-1	-5	0	0.3
COc1ccc(-c2nc3c(n2O)CCc2c-3no[n+]2[O-])cc1	7	9	8	0.6	10	0	-11	-2	-4	-0.5
COc1cc(C2C3=C(CC(C)(C)CC3=O)OC(N)=C2[N+](=O)[O-])ccc1O (stereo not given)	13	35	-5	-0.8	-6	-2	-7	-6	-1	i
Cc1ccc(-c2nnc(Nc3cccc(O)c3)c3ccccc23)cc1S(=O)(=O)NCCO	-6	26	9	1.6	·	3	8	-1	-15	i
O=c1[nH]c(NCCO)nc2c1C1(CCCCC1)Cc1ccccc1-2	-87	8	-7	·	-1	17	-20	-1	4	i
COc1ccc(-c2cc(C(=O)N3CCCC(C(F)(F)F)C3)c3ccccc3n2)cc1 (stereo not given)	-52	·	2	1.2	4	8	-8	·	-11	-0.5
CCc1ccccc1N(CC(=O)NC(C)C)C(=O)CCC(=O)Nc1nccs1	-18	-8	4	0.1	-6	3	7	5	10	2.3
COc1ccc(C(=O)Oc2cc(C)[nH]c(=O)c2[N+](=O)[O-])c(OC)c1	4	2	15	-0.6	-7	-3	7	-4	-5	-0.2
Cc1cc(C)c(S(=O)(=O)N2CCN(C(=O)C3CCCO3)CC2)c(C)c1 (stereo not given)	8	·	-23	1.2	-10	5	-6	·	3	-0.3
CCCOc1cccc(CN2CCCCC2c2cccnc2)c1 (stereo not given)	10	-23	-7	·	2	21	-8	1	3	i
Cc1ccc(Cn2ccnc2SCC(=O)NC2CCCC2)cc1	-5	2	-2	-0.6	2	10	6	-4	4	i
Cc1cccc(N2CCN(C(=O)/C=C/c3cccs3)CC2C)c1 (stereo not given)	4	7	-1	1.8	4	2	10	6	4	-0.3
C=CCN(Cc1ccc(OC)c(OC)c1)C(=O)c1cc2cc(F)ccc2[nH]1	3	-5	-4	1.5	-24	24	7	0	4	0.0
CN1C(C(=O)NCc2ccc(OC(F)(F)F)cc2)CC2Cn3c(nc4cc(Cl)c(Cl)cc43)C21 (stereo not given)	5	-1	-5	0.5	-2	11	-4	·	-1	0.6
O=C(/C=C/c1cccs1)Nc1ccc(N2CCOCC2)c(S(=O)(=O)Nc2ccccc2Cl)c1	-3	-4	4	·	-131	-12	5	4	2	-0.3
CC(=O)SC(C[N+](=O)[O-])c1cn(C(C)=O)c2ccccc12 (stereo not given)	4	14	0	·	-1	-3	10	3	6	-0.5
Clc1ncccc1-c1nnn(-c2ccccc2)n1	0	10	8	-0.7	1	8	-10	-6	0	i
CCC(=O)Nc1ccc2c(c1)nc1n2CCN(CCOC)C1	-29	32	-4	-0.4	4	6	-6	-1	4	i
Cc1ccc(OCC(=O)OCC(=O)NC2CCS(=O)(=O)C2)cc1C (stereo not given)	7	·	4	0.5	·	4	·	·	-4	i
Cc1cccc(N2CCN(C3=NC(=O)/C(=C\c4cn[nH]c4-c4ccccc4)S3)CC2)c1	0	4	0	·	-4	0	-4	4	-6	-4.2
O=C(O)c1ccccc1C(=O)Nn1cnnc1	4	6	6	0.7	-1	1	0	-2	-8	i
O=C(O)c1cccc(S(=O)(=O)Nc2cc(Cl)ccc2Cl)c1	5	9	5	-0.4	-4	0	-1	6	5	-1.2
O=C(CCCN1C(=O)c2ccccc2C1=O)NCCN1C(=O)S/C(=C\c2cccs2)C1=O	1	4	2	-0.5	-16	-3	-2	1	-2	-0.2
COc1ccccc1NC(=O)COC(=O)/C=C/c1ccc(OC)c(OC)c1	-1	·	2	2.5	-2	18	-2	·	-5	i
COc1ccc2cc(C(=O)C3CCCN(Cc4ccccn4)C3)ccc2c1 (stereo not given)	-82	12	1	2.0	1	-4	1	-3	-3	-0.4
S=c1[nH]nc(COc2ccccc2)n1/N=C/c1ccc(Cl)cc1Cl	-5	-22	-5	-0.6	·	-2	·	2	3	i
Cc1cc(NC(=O)CCCn2nc([N+](=O)[O-])c(Cl)c2C)no1	10	-15	2	0.1	2	5	2&-11	3	-7	4.2
O=C(O)c1cccc(Oc2cccc(Cl)n2)c1	-9	-8	5	1.1	5	2	-2	2	0	-1.0
CCN(CC)CCCn1c(=S)[nH]c2cc(Cl)ccc2c1=O	-23	-20	5	-4.4	3	-6	-6	-5	-11	i
Cc1ccc(CN(C)C2CCN(C)CC2)cc1	-3	1	7	0.1	-6	1	-3	-3	4	0.2
N/C(=N\c1nc(CSc2ccc(Cl)cc2)cc(=O)[nH]1)Nc1ccccc1C(F)(F)F	3	14	-11	1.5	-6	-5	·	5	-2	0.7
CCc1ccc(-c2csc3ncn(CC(=O)NCc4ccco4)c(=O)c23)cc1	11	28	-5	1.1	-7	1	3	-1	2	i
Cn1cnnc1SCC(=O)NN(c1ccccc1)c1ccccc1	1	-8	3	0.3	-1	1	1	-4	-1	-0.4
Cc1ccc(N2CC(C(=O)Nc3ncc([N+](=O)[O-])s3)CC2=O)cc1 (stereo not given)	3	44	3	-1.4	3	-7	8	-1	-24	-0.6
COC(=O)CC1C(C(=O)OC)ON2OC(C(=O)OC)C(C(=O)OC)C12 (stereo not given)	-2	0	-4	-0.3	-1	0	5	0	-8	-0.4

# Results in VHR inh abs, for 6 of the compounds above:
SMILES	VHR inh abs
O=C(O)c1cccc(S(=O)(=O)Nc2cc(Cl)ccc2Cl)c1	9
COc1ccc2cc(C(=O)C3CCCN(Cc4ccccn4)C3)ccc2c1 (stereo not given)	12
N/C(=N\c1nc(CSc2ccc(Cl)cc2)cc(=O)[nH]1)Nc1ccccc1C(F)(F)F	14
S=c1[nH]nc(COc2ccccc2)n1/N=C/c1ccc(Cl)cc1Cl	-22
O=C(O)c1cccc(Oc2cccc(Cl)n2)c1	-8
O=C(O)c1ccccc1C(=O)Nn1cnnc1	6

# Further compounds.
mol	CCHF vOTU inh	VHR inh abs	MazF activator	TcdB GH inh	Rv3671c protease	Y pestis TopoI	PriA SSB inh	3CLpro inhibitor	PrPC surface inh	BH1578 lux ind
O=C(CCn1cnnn1)NC1CCCN(Cc2ccccc2F)C1 (stereo not given)	-9	19	2	2.0	-2	-7	0	-2	-3	-0.6
O=C(NCc1ccco1)c1cccc(S(=O)(=O)N2CCN(Cc3ccccc3)CC2)c1	-8	·	-9	0.5	-15	-5	4	·	-5	-2.9
COCCn1c(SCC(=O)Nc2cc(C)nn2-c2ccccc2)nnc1-c1ccncc1	23	12	-12	5.2	7	-2	2	-1	-2	-0.1
Cc1cccc(OCCCCc2c(C)n[nH]c2C)c1	-1	-4	-3	·	1	19	-6	1	8	8.3
Cc1ccc(-c2csc3nc(SCC(=O)Nc4ccc(Cl)c(C(=O)O)c4)[nH]c(=O)c23)cc1	22	-6	-22	1.3	-20	-3	-22	9	2	i
c1ccc(-c2nnc3n2N=C(c2ccc4c(c2)OCO4)CS3)nc1	-4	13	9	3.0	0	1	-12	2	-5	i
O=C(Nc1ccc(S(=O)(=O)Nc2nccc(C3Cc4ccccc4C(=O)O3)n2)cc1)c1ccccc1 (stereo not given)	-11	16	1	·	-2	9	-18	4	3	-0.2
CCOC(=O)c1[nH]c2ccc(OC)cc2c1N=CN(C)C	-13	12	-9	·	4	0	-5	2	-3	i
CN(C)S(=O)(=O)c1cccc(NC(=S)N/N=C/c2cccc(O)c2)c1	5	15	2	-3.2	-15	-2	·	2	5	i
CCN1CCN(CC(=O)Nc2nc3ccc(OC)cc3s2)CC1	0	35	3	·	-4	1	-8	1	-5	i
Cc1ccc2cc(CN(Cc3cccs3)Cc3nnnn3CC3CCCO3)c(=O)[nH]c2c1C (stereo not given)	-13	14	-1	·	·	23	6	3	1	-5.0
